p53ts 39C kill: p53ts cell cytotoxicity, nonpermissive temperature; H1299-p53A138V viability at 39C, ATP luminescence, 24 h; Potency, µM (top dose mostly 46.1 µM), without a hit: top-dose activity change, negative = cell killing, actives largely listed as cytotoxic; 130,000 tested, 1.5% active; also: nearly all actives have a fitted effect of over 55% in size
p53ts 32C kill: kills p53ts cells at the permissive temperature. H1299-p53A138V at 32C, ATP luminescence viability, 24 h. Potency, µM (top dose mostly 46.1 µM), for inactives: at the top dose activity change, negative = cytotoxicity, most hits filed as cytotoxic. AID 924. 130,000 tested, 0.93% active;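 also: 0% = DMSO and -100% = full killing by reference compound; nearly all actives have a fitted effect of over 55% in size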
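Viability by ATPlite luminescence after 24 h compound treatment (up to 46 uM) at the permissive 32C. Cells are H1299 carrying p53 A138V. Scale runs from DMSO basal to 100 uM tamoxifen as full kill; AC50 from Hill fits.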
Peg3 imprint: genomic imprint erasure induction | 110,000 tested, 0.02% active | Potency, µM (titrated, usually from 60.7 µM), for the others: at the top dose activity change, positive = activation, hits mostly activators | mouse ES Peg3-LacZ reporter, beta-gal luminescence, 40 h;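 also: 0% = negative control wells on the plate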
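Readout: BetaGlo luminescence (5 min, room temp) for LacZ from the normally silent maternal Peg3 allele in female Peg3LacZ-Neo ES cells. Cells 300/well, 40 h, 37C, 5% CO2. Data normalized per plate to negative controls.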
IkB sig inh: suppresses IkB signaling in ABC-DLBCL reporter cells; ABC-DLBCL IkBa-CBG/CBR dual luciferase ratio, 4 h; response scale: scaled: untreated 0%, proteasome inhibitor 100%; AID 445; Potency, µM (top dose mostly 57.1 µM), without a hit: top-dose IkBa stabilization activation; 110,000 tested, 0.04% active; active = well fitted curve in the direction sought with a large enough effect in the signal ratio, not every such curve was filed as active; inconclusive = small, poorly fitted or top-dose-only effect, or a change in a side signal; the % refers to the signal ratio;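 also: the direction sought is a rising ratio; 0% = basal untreated cells and 100% = reference inhibitor full response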
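In this assay, an IκBα–CBG68 fusion accumulates when IKK-driven degradation is blocked; native CBR normalizes for cell number. OCI-Ly3 cells were treated 4 h with compound and doxycycline, then green and red light read after Chroma-Glo addition.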
* hit, by the source's call; [ ] = dose if it differs, or a comment. Unless noted, calls follow the shape of the dose curve; as a rule, active = well fitted curve in the direction sought with a large enough effect; inconclusive = small, poorly fitted or top-dose-only effect, or another doubt; inactive = no such curve, though single readings can be large; an effect the other way counts as inactive or inconclusive. Unless noted, % is scaled to controls: 0 for no effect and ±100 for the full control effect; potency is read from the fitted curve at half-maximal effect. This is a random part of the collection; 1.7% or so of the library scored in one or more.

COc1ccc(C(=O)Nc2ccc3nc(SCC(=O)N(C)c4ccccc4)sc3c2)cc1 was read as p53ts 39C kill -20%, p53ts 32C kill -7%, Peg3 imprint -10%[10.9 µM] and IkB sig inh inconclusive.
For CC1(C)C=Cc2c(cc3occ(-c4ccc5c(c4)OCO5)c(=O)c3c2O)O1 the results were p53ts 39C kill inconclusive, p53ts 32C kill inconclusive and Peg3 imprint -7%.
c1ccc(OCCCc2nc(-c3ccncc3)no2)cc1 was read as p53ts 39C kill 11%, p53ts 32C kill -3%, Peg3 imprint 4% and IkB sig inh inconclusive.
`Clc1ccc(OCc2nc3ccccc3n2Cc2ccccc2)c(Cl)c1` gave p53ts 39C kill inconclusive, p53ts 32C kill -14%, Peg3 imprint -11%[10.9 µM] and IkB sig inh inconclusive.
Screening CCn1c(-c2cc(Br)ccc2O)n[nH]c1=S returned p53ts 39C kill 0%, p53ts 32C kill 3%, Peg3 imprint -4% and IkB sig inh 1.5%.
For Cc1cccc(Cc2c(C)nc3nc(SCc4cccc(F)c4)nn3c2C)c1 the results were p53ts 39C kill -10%, p53ts 32C kill 12%, Peg3 imprint -16%[10.9 µM] and IkB sig inh 6.5%.
For O=C(CSc1ncn[nH]1)Nc1cccc2ccccc12 the results were p53ts 39C kill 16%, p53ts 32C kill 9%, Peg3 imprint -12% and IkB sig inh 3.3%.
For C=CCn1c(SCC(=O)Nc2ccccc2OC)nnc1-c1ccccn1 the results were p53ts 39C kill 6%, p53ts 32C kill 3%, Peg3 imprint -10% and IkB sig inh 3.4%.
N#CCCn1c(=O)c(-c2cccs2)nc2cnc(N3CCNCC3)nc21 was read as p53ts 39C kill 4%, p53ts 32C kill inconclusive and IkB sig inh -5.6%[11.4 µM].
CCc1ccc2nc(NC3=NCN(CCOC)CN3)nc(C)c2c1 was read as p53ts 39C kill 1%, p53ts 32C kill 1%, Peg3 imprint -21% and IkB sig inh -3.7%.
For CCc1cc2c(cc3c(=O)n(CC(=O)NC4CCC(C)CC4)ncn32)s1 (stereo unspecified) the results were p53ts 39C kill inconclusive, p53ts 32C kill -8%, Peg3 imprint -7%[10.9 µM] and IkB sig inh 0.6%.
Screening O=C(Cn1c(=O)oc2cc(S(=O)(=O)N3CCCCC3)ccc21)NCc1ccc(Cl)cc1 returned p53ts 39C kill -26%, p53ts 32C kill -15%, Peg3 imprint -16%[10.9 µM] and IkB sig inh inconclusive.
Screening Cc1cccc(NS(=O)(=O)c2ccc3[nH]c4c(c3c2)CCCCCC4)c1 returned p53ts 39C kill inconclusive, p53ts 32C kill 0%, Peg3 imprint 16%[10.9 µM] and IkB sig inh inconclusive.
For Cc1ccc(CCNC(=O)CCCn2c(=O)c3ccccc3n(Cc3ccccc3C)c2=O)cc1 the results were p53ts 39C kill -24%, p53ts 32C kill -8%, Peg3 imprint -7%[10.9 µM] and IkB sig inh -2.3%.
COc1cccc(NC=C2C(=O)OC(C)(C)OC2=O)c1 was read as p53ts 39C kill 8%, p53ts 32C kill -11%, Peg3 imprint -3% and IkB sig inh -0.7%.
For CCN(CCNC(=O)C1CCN(S(C)(=O)=O)CC1)c1ccccc1 the results were p53ts 39C kill 4%, p53ts 32C kill 3%, Peg3 imprint 9% and IkB sig inh 9.4%.
For COc1cccc(NC(=O)c2sc3nc(C)c(C(=O)Nc4ccc(C)cc4C)c(-c4ccccc4Cl)c3c2N)c1 the results were p53ts 39C kill 16%, p53ts 32C kill 7%, Peg3 imprint -14%[10.9 µM] and IkB sig inh inconclusive.
CCCn1c(C)nc2c(c1=O)c1nc3ccccc3nc1n2CCc1ccccc1 was read as p53ts 39C kill 9%, p53ts 32C kill 2%, Peg3 imprint -2% and IkB sig inh -0.8%.
O=c1[nH]c(=O)n(C2CCCCC2)c(O)c1C1=Nc2ccccc2SC(c2ccc(Cl)cc2)C1 (stereo unspecified) was read as p53ts 39C kill -8%, p53ts 32C kill 7%, Peg3 imprint -12%[10.9 µM] and IkB sig inh -1.4%.
For Cc1nn(-c2ccc(F)cc2)c(-n2cccc2)c1C(=O)N1CCN(c2ccc(F)cc2)CC1 the results were p53ts 39C kill -1%, p53ts 32C kill 1%, Peg3 imprint -8%[10.9 µM] and IkB sig inh inconclusive.
Screening O=C1C2C3C=CC(C3)C2C(=O)N1CCN1CCN(S(=O)(=O)c2ccc3ccccc3c2)CC1 (stereo unspecified) returned p53ts 39C kill 1%, p53ts 32C kill 8%, Peg3 imprint -16% and IkB sig inh 6.5%.
`CSc1[nH]c(=O)c(C(=O)O)cc1C#N` gave p53ts 39C kill -3%, p53ts 32C kill 4%, Peg3 imprint -64%[inhibitor] and IkB sig inh -0.7%.
Cc1ccc(C)n1-c1c(C(=O)NCCCN2CCN(c3ccc(F)cc3)CC2)sc2ncccc12 was read as p53ts 39C kill inconclusive, p53ts 32C kill -13%, Peg3 imprint -16%[10.9 µM] and IkB sig inh inconclusive.
For COc1cccc(C(=O)Nc2cccc(C(=O)OCc3cc(=O)n4c(C)csc4n3)c2)c1 the results were p53ts 39C kill 26%, p53ts 32C kill -8%, Peg3 imprint -7%[10.9 µM] and IkB sig inh inconclusive.
`COc1ccc(C(=O)c2sc3nc(-c4ccc(C)cc4)cc(C(F)(F)F)c3c2N)cc1` gave p53ts 39C kill 15%, p53ts 32C kill 0%, Peg3 imprint 15%[10.9 µM] and IkB sig inh 1.0%.
`NC(N)=NCc1cccc(I)c1` gave p53ts 39C kill 12%, p53ts 32C kill -13%, Peg3 imprint -38%[inhibitor] and IkB sig inh -7.6%.
Screening CCCN1C(=O)c2ccc(C(=O)Nc3cc(C)on3)cc2C1=O returned p53ts 39C kill 9%, p53ts 32C kill -2%, Peg3 imprint -1% and IkB sig inh -0.9%.
COc1cccc(OC)c1OCCNC[C@@H]1CSc2ccccc2O1 was read as p53ts 39C kill inconclusive, p53ts 32C kill -12% and IkB sig inh 1.1%.
Screening COc1ccc(S(=O)(=O)NCc2ccc3c(c2)OCO3)cc1C(=O)O returned p53ts 39C kill 10%, p53ts 32C kill 2%, Peg3 imprint -4% and IkB sig inh -2.8%.
For CCc1ccccc1N=C1SCC(=O)N1C the results were p53ts 39C kill -12%, p53ts 32C kill 4%, Peg3 imprint -4% and IkB sig inh 0.2%.

Overlap with the part before: 3 compounds, then new ones.
COc1cccc(OC)c1OCCNC[C@@H]1CSc2ccccc2O1 was read as p53ts 39C kill inconclusive, p53ts 32C kill -12% and IkB sig inh 1.1%.
Screening COc1ccc(S(=O)(=O)NCc2ccc3c(c2)OCO3)cc1C(=O)O returned p53ts 39C kill 10%, p53ts 32C kill 2%, Peg3 imprint -4% and IkB sig inh -2.8%.
For CCc1ccccc1N=C1SCC(=O)N1C the results were p53ts 39C kill -12%, p53ts 32C kill 4%, Peg3 imprint -4% and IkB sig inh 0.2%.
`Cc1ccc2c(=O)cc(C(=O)Nc3ccc(S(=O)(=O)Nc4onc(C)c4C)cc3)oc2c1C` gave p53ts 39C kill 19%, p53ts 32C kill 11%, Peg3 imprint inconclusive and IkB sig inh inconclusive.
CC(C)c1ccc(NC(=O)c2cnn(-c3ccccc3)c2NC(=O)c2ccco2)cc1 was read as p53ts 39C kill -9%, p53ts 32C kill -1%, Peg3 imprint -7% and IkB sig inh 0.2%.
Screening COC(=O)c1cc2sc(Cl)cc2n1CC(=O)N1CCCc2ccccc21 returned p53ts 39C kill 5%, p53ts 32C kill -7%, Peg3 imprint -14% and IkB sig inh inconclusive.
`Cc1cccc(C)c1NC(=O)CSc1nc2ncccc2o1` gave p53ts 39C kill 10%, p53ts 32C kill -6%, Peg3 imprint 3%[10.9 µM] and IkB sig inh 0.7%.
For Cc1ccc(CCNC(=O)c2ccc(CNS(=O)(=O)c3ccc(C)cc3)cc2)cc1 the results were p53ts 39C kill -7%, p53ts 32C kill 5%, Peg3 imprint -12%[10.9 µM] and IkB sig inh -1.2%.
Screening O=C(NCCn1ccc2ccccc21)c1ccc(Cl)cc1 returned p53ts 39C kill -1%, p53ts 32C kill 3%, Peg3 imprint -2%[10.9 µM] and IkB sig inh inconclusive.
Screening COc1ccc(CNC(=O)C(=O)Nc2c3c(nn2-c2ccccc2)CSC3)cc1 returned p53ts 39C kill 1%, p53ts 32C kill 2%, Peg3 imprint -13%[10.9 µM] and IkB sig inh -2.3%.
O=C(NCC12CC3CC(CC(C3)C1)C2)c1cc2nc(-c3ccc(F)cc3)cc(C(F)(F)F)n2n1 was read as p53ts 39C kill -11%, p53ts 32C kill 3%, Peg3 imprint -19%[10.9 µM] and IkB sig inh inconclusive.
For O=C(Nc1ccc(N2CCCC2)cc1)c1ccccc1F the results were p53ts 39C kill -16% and p53ts 32C kill inconclusive.
Cn1nnc2c(N3CCN(c4cccc(Cl)c4)CC3)ncnc21 was read as p53ts 39C kill 13%, p53ts 32C kill -6%, Peg3 imprint -12%[10.9 µM] and IkB sig inh -2.1%.
`Cc1ccc(CNC(=O)c2ccc3c(c2)NC(=O)C(CS(=O)(=O)Cc2ccc(F)cc2)N3)cc1` (stereo unspecified) gave p53ts 39C kill 1%, p53ts 32C kill -9%, Peg3 imprint 21%[10.9 µM] and IkB sig inh inconclusive.
COc1ccccc1-n1c(SCC(=O)Nc2ccc(C)cc2)nc(O)cc1=O was read as p53ts 39C kill 26%, p53ts 32C kill 3%, Peg3 imprint 8%[10.9 µM] and IkB sig inh 16%.
CCOC(=O)c1c(N)n(-c2ccc(OCC)cc2)c2nc3ccccc3nc12 was read as p53ts 39C kill -3%, p53ts 32C kill 1%, Peg3 imprint -17%[10.9 µM] and IkB sig inh -0.4%.
For O=C(CN1C(=O)c2ccccc2C1=O)NC1(C(=O)O)CCCC1 the results were p53ts 39C kill 1%[9.22 µM], p53ts 32C kill 7%[9.22 µM], Peg3 imprint 1%[10.9 µM] and IkB sig inh 1.1%[11.4 µM].
For CCN(CC)S(=O)(=O)c1ccc2c(c1)c(=O)c(C(=O)N(C)Cc1ccccc1)cn2C the results were p53ts 39C kill 22%, p53ts 32C kill -2%, Peg3 imprint -5%[10.9 µM] and IkB sig inh -0.1%.
For C=CCn1c(SCC(=O)NC2CCS(=O)(=O)C2)nc2scc(C3CC3)c2c1=O (stereo unspecified) the results were p53ts 39C kill -3%, p53ts 32C kill 12%, Peg3 imprint -5% and IkB sig inh 0.1%.
Cc1cc(C)c2oc(C(=O)Nc3ccc(S(=O)(=O)N(C)c4ccccc4)cc3)cc(=O)c2c1 was read as p53ts 39C kill 1%, p53ts 32C kill 4%, Peg3 imprint -10%[10.9 µM] and IkB sig inh 0.1%.
`O=C(CSc1nnc(CNC(=O)c2cccs2)o1)Nc1cccc(C(F)(F)F)c1` gave p53ts 39C kill 9%, p53ts 32C kill 16%, Peg3 imprint -11% and IkB sig inh 0.3%.
For COc1ccc(C)cc1NC(=O)c1cc2cc3ccc(C)cc3nc2o1 the results were p53ts 39C kill -15%, p53ts 32C kill 0%, Peg3 imprint -7% and IkB sig inh 15%.
O=C(/C=C/C=C/c1ccc2c(c1)OCO2)N1CCCCC1 was read as p53ts 39C kill -20%, p53ts 32C kill -27% and Peg3 imprint -38%[inhibitor].
For CCc1nnc(NS(=O)(=O)c2ccc(NC(=O)OC)cc2)s1 the results were p53ts 39C kill 4%, p53ts 32C kill -6%, Peg3 imprint 7% and IkB sig inh -0.2%.
`Cc1ccccc1CNC(=O)c1cc2cc(S(=O)(=O)N3CCCCC3)ccc2n1C` gave p53ts 39C kill -6%, p53ts 32C kill 14%, Peg3 imprint 12%[10.9 µM] and IkB sig inh 0.0%.
Screening CC1(c2ccccc2Cl)NC(=O)N(CC(=O)NC(=O)NCc2ccco2)C1=O (stereo unspecified) returned p53ts 39C kill -16%, p53ts 32C kill -1%, Peg3 imprint -9% and IkB sig inh 0.1%.
`O=C1C=C(NCc2ccco2)CCC1` gave p53ts 39C kill -3%, p53ts 32C kill 4%, Peg3 imprint 20% and IkB sig inh 0.8%.
COCCNC(=O)C(=O)NCCN1CCOCC1 was read as p53ts 39C kill 14% and p53ts 32C kill 8%.
O=C(CCN1C(=O)c2ccccc2C1=O)Nc1ccc2c(c1)OCCO2 was read as p53ts 39C kill -1%, p53ts 32C kill 3%, Peg3 imprint -15% and IkB sig inh 3.2%.

Screening data deposited in PubChem BioAssay by National Center for Advancing Translational Sciences (NCATS).
